Screening data: PubChem BioAssay, Southern Research Specialized Biocontainment Screening Center
H1N1 NS1A inhibition: H1N1 influenza NS1A inhibitors, functional cell based assay (AID 504329); NS1A functional cell-based assay, percent inhibition; higher % means a stronger effect; inhibition, % at 12.5 µM; hits with a dose series show IC50 in µM; hit rate 0.3% among 340,000; in the data active means a potency from the dose series; inconclusive means inhibition above about 27% without an active follow-up result; further: strong numbers were not always called active
H37Rv inhibition: M. tuberculosis growth inhibition, HTS (AID 449762). inhibition, % at 25 µM; hits with a dose series show IC50 in µM. hit rate 0.59% among 330,000. M. tuberculosis H37Rv growth inhibition, 7H9 media; higher % means a stronger effect; in the data active means a potency from the dose series; inconclusive means inhibition above about 70% without an active follow-up result;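 further: bacterial growth assessed after seven days of incubation; strong numbers were not always called active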
PhoP GFP inhibition: PhoP regulon inhibitors, Salmonella typhi PhoP promoter GFP reporter, confirmatory (AID 1850). Salmonella Typhi PhoP-promoter GFP reporter, fluorescence, 4 h; higher % means a stronger effect. inhibition, % at 50 µM, or IC50 in µM where a hit was titrated. hit rate 0.33% among 310,000; in the data active means a potency from the dose series; inconclusive means inhibition mostly from about 25% at the one dose, without a potency; inactive means the rest, 99 in 100 with inhibition below about 19%;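 further: 0% = induced wells with vehicle and 100% = uninduced wells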
M. tuberculosis: growth inhibition of non-replicating M. tuberculosis (AID 488890). Mycobacterium tuberculosis non-replicating, growth inhibition; higher % means a stronger effect. inhibition, % at 25 µM, or IC50 in µM where a hit was titrated. hit rate 0.39% among 320,000; in the data active means a potency from the dose series; inconclusive means inhibition mostly from about 82% at the one dose, without a potency; inactive means the rest, 99 in 100 with inhibition below about 76%;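 further: plate controls were DMSO cells for no effect and high antibiotic wells for full effect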
inhibitors of VEEV: inhibitors of VEEV TC-83 cytopathic effect, confirmation, Vero cells (AID 588727). hit rate 0.13% among 350,000. Vero cells, VEEV TC-83 cytopathic effect inhibition; higher % means a stronger effect. inhibition, % at 20 µM, or IC50 in µM where a hit was titrated; in the data active means a potency from the dose series; inconclusive means inhibition mostly from about 14% at the one dose, without a potency; inactive means the rest, 99 in 100 with inhibition below about 12%; further: strong numbers were not always called active
inhibitors of VEEV 10K pilot screen: further read-out of inhibitors of VEEV, marked with its call; inhibition, %; measured here: 10K pilot screen inhibition
The depositor's hits bear a star; i = inactive; ? = inconclusive; . = not tested or not shown. No enrichment for hits. About 1.5% of those tested had a hit in this group.

SMILES	H1N1 NS1A inhibition	H37Rv inhibition	PhoP GFP inhibition	M. tuberculosis	inhibitors of VEEV	others
COC(=O)c1cc(S(=O)(=O)NCc2cccc(Br)c2)c[nH]1	-9%	6%	-2%	-2%	0.8%
CC(Sc1nccn1C)C(=O)Nc1ccc(Cl)cn1 (stereo not given)	-7%	-4%	-8%	4%	1.7%
O=C(O)Cn1c(SCCOc2ccc(Cl)cc2)nc2ccccc21	-3%	-6%	6%	.	1.2%
C=CCn1c(CNC(=O)c2ccco2)nnc1SCC(=O)c1ccc(OC)cc1	15%	4%	21%	4%	0.9%
CC(C)(C)NC(=O)C[C@H]1C[C@H](C(=O)N2CCOCC2)[C@@]2(C)c3[nH]c4cc(-c5ccco5)ccc4c3CCN2C1=O	3%	.	.	.	i
CC(=O)Nc1ccc(-n2cnnn2)cc1	-11%	-6%	10%	0%	0.6%
CCn1c(=O)c(C(=O)NCCc2ccc(Cl)cc2)c(O)c2ccccc21	-4%	-3%	-2%	8%	3.0%
COCCOC(=O)c1c(C)oc2ccc(NS(=O)(=O)c3ccc(F)cc3)cc12	0%	11%	1%	24%	4.7%
Nc1nonc1-n1nnc(C(=O)N/N=C/c2ccccn2)c1-c1ccccc1	18%	.	.	.	0.6%
CCN(CCCNC(=O)CCNC(=O)Cn1cnc2ccccc2c1=O)c1ccccc1	5%	-6%	-6%	-1%	0.6%
N#Cc1cc([N+](=O)[O-])ccc1NC(=O)CSc1n[nH]c(=O)[nH]c1=O	4%	-3%	.	5%	3.4%
NC(=O)CC(NC(=O)Cc1cccc2ccccc12)c1ccc(NCCc2cccc(F)c2)c([N+](=O)[O-])c1 (stereo not given)	0%	-4%	-9%	-21%	0.1%
O=C(NC1CCCC1)c1cccc(S(=O)(=O)Nc2ccccc2F)c1	9%	5%	.	25%	5.5%
Cc1ccc(NC(=O)c2ccc(NS(=O)(=O)/C=C/c3ccccc3)cc2)nc1	18%	?	-15%	20%	6.4%
CC(=O)c1sc(N/N=C2\CC3CCC2(C)C3(C)C)nc1C (stereo not given)	7%	21%	-13%	21%	8.5%	inhibitors of VEEV 10K pilot screen=7.1
CN(c1ccccc1)c1nc(N)c([N+](=O)[O-])c(Nc2ccccc2F)n1	7%	3%	-6%	18%	0.9%
Cc1ccc(C(=O)NCCSc2snnc2C)cc1	-1%	-12%	4%	42%	0.8%
O=C(Nc1ccccc1C(F)(F)F)c1cc2ncc(CCCl)cn2n1	-13%	1%	14%	65%	4.0%
O=C(N/N=C/c1cccnc1)c1ccccc1NS(=O)(=O)c1cccs1	0%	-7%	-4%	8%	5.7%
O=C(CSc1nnc(-c2ccco2)c(-c2ccco2)n1)c1ccccc1	8%	-4%	-6%	10%	1.5%

Structures above with two or more sulfur atoms, in the order listed:
SMILES	H1N1 NS1A inhibition	H37Rv inhibition	PhoP GFP inhibition	M. tuberculosis	inhibitors of VEEV	others
Cc1ccc(C(=O)NCCSc2snnc2C)cc1	-1%	-12%	4%	42%	0.8%
O=C(N/N=C/c1cccnc1)c1ccccc1NS(=O)(=O)c1cccs1	0%	-7%	-4%	8%	5.7%

The listing picks up; the 3 compounds before the break are reprinted first.
SMILES	H1N1 NS1A inhibition	H37Rv inhibition	PhoP GFP inhibition	M. tuberculosis	inhibitors of VEEV	others
O=C(Nc1ccccc1C(F)(F)F)c1cc2ncc(CCCl)cn2n1	-13%	1%	14%	65%	4.0%
O=C(N/N=C/c1cccnc1)c1ccccc1NS(=O)(=O)c1cccs1	0%	-7%	-4%	8%	5.7%
O=C(CSc1nnc(-c2ccco2)c(-c2ccco2)n1)c1ccccc1	8%	-4%	-6%	10%	1.5%
C=CC[n+]1c(-c2ccc(C)cc2)csc1Nc1ccc(NC(C)=O)cc1	13%	.	.	.	4.3%
COc1ccc(-n2nc(C(=O)NCCCN3CCCC3=O)c3c4ccccc4n(C)c3c2=O)cc1Cl	-11%	6%	1%	-5%	2.3%
OCCC#Cc1ccc(CN2CCN(CCc3ccccc3)C(CCO)C2)cc1 (stereo not given)	-23%	-1%	-2%	2%	i
CCn1c(SCC(=O)N2CCCCC2)nc2c(c1=O)SC(C)C2 (stereo not given)	23%	0%	-2%	-11%	0.6%
CN(C)CCCNC(=O)C[C@H]1C[C@H](C(=O)N2CCCCC2)[C@@]2(CCc3ccccc3)c3[nH]c4cc(-c5ccco5)ccc4c3CCN2C1=O	22%	.	.	.	i
CNC(=O)c1[nH]cnc1C(=O)Nc1ccc(Cl)cc1	-22%	?	-1%	96%	8.4%
Cc1noc(C)c1CSc1nnnn1-c1ccc(Cl)cc1	1%	-2%	2%	33%	2.6%
CCn1cc(C(=O)Nn2cnnc2)c(=O)c2ccc(C)nc21	13%	-2%	9%	-1%	2.5%
COc1cccc(C(=O)COc2ccc3c(C)c(Cc4ccccc4)c(=O)oc3c2)c1	20%	-7%	-8%	-10%	0.3%
CC(C)c1ccc(S(=O)(=O)NC2CCS(=O)(=O)C2)cc1 (stereo not given)	6%	-7%	4%	-2%	0.2%
O=C(CN1CCOCC1)Nc1cc(Cl)ccc1Cl	0%	-13%	-1%	-4%	i
CC1CC(Nc2ccccc2)c2ccccc2N1C(=O)c1ccco1 (stereo not given)	-5%	-8%	6%	-17%	4.1%
CCC(=O)Oc1ccc(C(=O)Nc2ccc([N+](=O)[O-])cc2)cc1	7%	4%	-5%	78%	1.1%
CC(=O)C12CCCCC1CC1[C@@H]3CC(C)C4=CC(=O)CC[C@]4(C)C3CC[C@@]12C (stereo not given in full)	0%	.	.	.	i
CCCN1CC=C2C(C#N)=C(N)C(C#N)(C#N)C(c3cc(OC)ccc3OC)C2C1 (stereo not given)	-5%	-3%	0%	27%	1.6%
Nc1sc2c(c1C(=O)NC1CCS(=O)(=O)C1)CCCC2 (stereo not given)	0%	-7%	.	.	i
C=CCc1c(C)nc(C)nc1N/N=C/c1ccc([N+](=O)[O-])cc1	0%	-6%	1%	-1%	2.2%
CCC(C(=O)NNC(=O)c1cnccn1)c1ccccc1 (stereo not given)	0%	3%	3%	33%	1.6%
CC(C)N(Cc1nc(-c2ccccc2)no1)S(=O)(=O)c1ccccc1	0%	3%	9%	6%	i	inhibitors of VEEV 10K pilot screen=0.1
CN(CC(=O)Nc1ncn[nH]1)S(=O)(=O)c1cc(Cl)ccc1Cl	-14%	-3%	0%	-29%	3.2%

Random excerpt: two entries already listed, in no set order.
SMILES	H1N1 NS1A inhibition	H37Rv inhibition	PhoP GFP inhibition	M. tuberculosis	inhibitors of VEEV	others
OCCC#Cc1ccc(CN2CCN(CCc3ccccc3)C(CCO)C2)cc1 (stereo not given)	-23%	-1%	-2%	2%	i
CN(C)CCCNC(=O)C[C@H]1C[C@H](C(=O)N2CCCCC2)[C@@]2(CCc3ccccc3)c3[nH]c4cc(-c5ccco5)ccc4c3CCN2C1=O	22%	.	.	.	i

The results go on:
SMILES	H1N1 NS1A inhibition	H37Rv inhibition	PhoP GFP inhibition	M. tuberculosis	inhibitors of VEEV	others
CCOc1ccc(N2C(=O)Nc3ccc(Br)cc3C2(O)C(=O)NCCN(C)C)cc1 (stereo not given)	-8%	-5%	-9%	14%	1.7%
CCC(C)N(C(=O)Cn1nnc2ccccc21)C(C(=O)NCc1ccco1)c1cccc(OC)c1 (stereo not given)	-9%	-9%	14%	3%	2.6%
CCNc1nc(NCC)nc(C(=O)Nc2ccccc2)n1	-1%	3%	-5%	-5%	6.4%
CCOc1ccc(NC(=O)Nc2c(C)n(C)n(-c3ccccc3)c2=O)cc1	18%	8%	2%	-4%	1.1%
O=C(NNC(=S)NC(=O)c1ccccc1)c1cccnc1	4%	?	6%	1%	5.2%
Cc1cc(=O)[nH]c(SCC(=O)NC(c2ccccc2)c2ccccc2)n1	5%	-8%	-1%	1%	i
Cn1cc(C(c2ccccn2)c2cn(C)c3ccccc23)c2ccccc21	6%	4%	12%	10%	3.5%
C/C=C(\C)CN1CCN(c2cccc(C)c2C)CC1	2%	0%	-4%	13%	0.8%
Cc1cccc(NC(=O)/C(C#N)=C/c2ccc(Cl)cc2)n1	-4%	-10%	0%	35%	0.8%
O=C(OCCN1C(=O)c2ccccc2C1=O)c1cc2ccccc2o1	-1%	12µM*	-7%	?	0.5%
CCC(CO)Oc1cc(NC(=O)c2cccc3ccccc23)c2ncn(C(C)C)c2c1 (stereo not given)	-14%	1%	.	24%	8.7%
CN(CC(=O)Nc1ccc(N2CCOCC2)cc1)C(=O)C1CCCC1	2%	0%	-2%	1%	0.5%
CCOC(=O)CSc1nnc(NC(=O)c2cccc(S(=O)(=O)N3CCCCC3)c2)s1	-2%	49%	6%	72%	i
COc1cccc(NC(=O)C2CCCN(c3ncnc4c3nc3n4CCCCC3)C2)c1 (stereo not given)	1%	9%	-8%	13%	6.5%
CCOC(=O)N1CCN(C(=O)Cc2ccc(C)cc2)CC1	-9%	-2%	11%	-3%	i
COc1ccc(/C=N/NS(=O)(=O)c2ccc(F)cc2)cc1COc1cc(F)ccc1[N+](=O)[O-]	1%	19%	-3%	1%	2.7%
O=C(NCCSCc1ccccc1)c1cc(S(=O)(=O)N2CCOCC2)ccc1F	24%	8%	1%	16%	i
NS(=O)(=O)c1ccc(CCNC(=O)COC(=O)C2CCC2)cc1	3%	5%	-15%	-18%	0.3%
COc1ccc(C(C)(C)C)cc1NC(=O)C1CC=CCC1C(=O)O (stereo not given)	-3%	4%	0%	1%	i
O=S(=O)(Nc1ccc(N2CCCCC2)cc1)c1cccs1	5%	11%	0%	76%	3.2%
O=C(c1ccc(S(=O)(=O)NCc2ccco2)cc1)N1CCN(Cc2ccccc2)CC1	-3%	-2%	-8%	7%	0.2%
COCCN1C(=O)c2ccc(C(=O)Nc3nccs3)cc2C1=O	2%	0%	0%	30%	0.8%
COC(=O)c1ccc(C(=O)N2CCCC(Nc3ccc(C(C)C)cc3)C2)cc1 (stereo not given)	4%	3%	6%	0%	1.5%
C=CCn1c(SCC(C)=O)nc2scc(-c3ccc(C)o3)c2c1=O	1%	3%	1%	6%	0.7%
CCCCN(C(=O)c1ccc(Cl)c([N+](=O)[O-])c1)c1c(N)n(CCC)c(=O)[nH]c1=O	-11%	3%	5%	9%	i
OC(c1ccccn1)c1c[nH]c2ccccc12 (stereo not given)	3%	3%	-5%	30%	0.7%
O=S(=O)(c1ccc(Cl)nc1)N1CCC(Cc2ccccc2)CC1	-1%	-3%	.	-6%	i
N#Cc1ccccc1OCCn1cncn1	-2%	9%	-10%	9%	i
CN1CCN(c2ccc(C(=O)c3ccc(F)cc3)cc2)CC1	8%	5%	7%	8%	i

Arranged by molar mass (ascending): part of the list above.
SMILES	H1N1 NS1A inhibition	H37Rv inhibition	PhoP GFP inhibition	M. tuberculosis	inhibitors of VEEV	others
N#Cc1ccccc1OCCn1cncn1	-2%	9%	-10%	9%	i
OC(c1ccccn1)c1c[nH]c2ccccc12 (stereo not given)	3%	3%	-5%	30%	0.7%
O=S(=O)(Nc1ccc(N2CCCCC2)cc1)c1cccs1	5%	11%	0%	76%	3.2%
O=S(=O)(c1ccc(Cl)nc1)N1CCC(Cc2ccccc2)CC1	-1%	-3%	.	-6%	i
COC(=O)c1ccc(C(=O)N2CCCC(Nc3ccc(C(C)C)cc3)C2)cc1 (stereo not given)	4%	3%	6%	0%	1.5%
CCCCN(C(=O)c1ccc(Cl)c([N+](=O)[O-])c1)c1c(N)n(CCC)c(=O)[nH]c1=O	-11%	3%	5%	9%	i
O=C(c1ccc(S(=O)(=O)NCc2ccco2)cc1)N1CCN(Cc2ccccc2)CC1	-3%	-2%	-8%	7%	0.2%
